CCT modulator: changes cytosolic chaperonin activity. purified chaperonin ATPase assay, HTRF ADP detection, 30 min. activity change, % (concentration not given with the values), hits read low. 360,000 tested, 0.3% active. AID 651819; in the data active means activity change below about -30%; further: on the % scale 0 is the no-effect control and ±100 the full control effect
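Nucleotide hydrolysis assay: TRiC at 20–40 nM final (set by batch activity) with 10 uM ATP, 30 min at 37 °C, in presence of 76 uM compound. Detection by competitive ADP HTRF, 30 min ambient.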
Nrf2 block: blocks Nrf2 signaling. A549 ARE-Fluc reporter, luciferase luminescence, 18-24 h. 360,000 tested, 2.1% active. AID 504444. Potency, µM (doses to about 46 µM), for the others: top-dose activity change, negative = inhibition, actives largely listed as inhibitors; further: potency means the concentration at half of the fitted maximal effect; on the % scale 0 is the no-effect control and ±100 the full control effect; nearly all actives have a fitted effect of over 60% in size
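Nrf2 function is reported as luminescence of an ARE-controlled luciferase in A549 cells. Compounds were tested at several concentrations, and a CellTiter-Fluor read on the same wells flagged cytotoxicity.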
TGFb inhibitor: inhibitors of TGF-b signaling; AID 588855; 410,000 tested, 1.2% active; HepG2 CAGA-GFP TGF-b/SMAD3 reporter, GFP fluorescence, 18 h; TGF-beta stimulated, 500 pg/mL final; Potency, µM (series often up to 46.1 µM), without a hit: at the top dose activity, negative = inhibition, usual class: inhibitors; further: potency means the concentration at half of the fitted maximal effect; on the % scale 0 is the no-effect control and ±100 the full control effect; nearly all actives have a fitted effect of over 65% in size
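First, reporter cells (HEPG2 CAGA-GFP) rested 2 h at 37 degrees C. Next, compounds were pinned in and TGF-beta added to 500 pg/mL final. After 18 h, GFP was imaged per cell and summed per well.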
Nrf2 activator: activators of Nrf2 (ARE) signaling. AREc32 ARE-luciferase reporter (MCF7-derived line), luminescence, 24 h. Potency, µM (doses to about 46.1 µM), for inactives: at the top dose activation, usual class: activators. 410,000 tested, 0.31% active; further: potency means the concentration at half of the fitted maximal effect; % of control where 0% means no effect; nearly all actives have a fitted effect of over 65% in size
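Luminescent ARE reporter assay in AREc32_Fluc cells: overnight plating at 37 deg C, 24 hr compound incubation, Steady-Glo added, 30 min RT before reading.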
HepG2 tox: kills HepG2 cells in TGF-b inhibitor counter-screen; HepG2 CAGA-GFP viability, ATP luminescence, 18 h; Potency, µM (highest dose often 46.1 µM), for the others: at the top dose activity change, negative = cytotoxicity, usual class: cytotoxic; 410,000 tested, 0.76% active; AID 588856; further: potency means the concentration at half of the fitted maximal effect; some results filed as inactive show a strong effect at the top dose
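HepG2 CAGA-GFP cells (1000/well, DMEM with 1% FBS) received compound, then TGF-beta at 500 pg/mL final, and were incubated 18 hours at 37 degrees C. Viability was read by CellTiter-Glo luminescence. Media-only wells were set as complete cell-killing and DMSO as no toxicity.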
A549 viability: A549 cytotoxicity, counter-screen for Nrf2 inhibitors; 390,000 tested, 0.16% active; AID 504648; Potency, µM (series often up to 46 µM), for inactives: at the top dose activity change, negative = cytotoxicity, hits mostly inhibitors; A549 ARE-Fluc cells, CellTiter-Fluor viability, 18-24 h; further: potency means the concentration at half of the fitted maximal effect; on the % scale 0 is the no-effect control and ±100 the full control effect
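Cytotoxicity counterscreen: CellTiter-Fluor fluorescence was measured in A549 ARE_Fluc cells after 18-24 h of compound exposure in a concentration series. The subsequent BugLite luminescent read reports ARE-luciferase activity.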
ATXN viability: reduces viability in counter-screen for ATXN expression inhibitors. S2 cells (HEK-293 line with an ATXN2-luciferase reporter) viability, CellTiter-Fluor protease fluorescence, 24 h. Potency, µM (titrated, usually from 56.7 µM), usual class: cytotoxic. 400,000 tested, 0.49% active; further: potency means the concentration at half of the fitted maximal effect; nearly all actives have a fitted effect of over 40% in size
Mm-Cpn inhibitor: M. maripaludis TRiC chaperonin inhibition. purified Mm-Cpn ATPase, ADP Transcreener TR-FRET. Potency, µM (titrated, usually from 76.9 µM), for inactives: at the top dose activity, negative = inhibition, most hits filed as inhibitors. 330,000 tested, 0.031% active; further: potency means the concentration at half of the fitted maximal effect; on the % scale 0 is the no-effect control and ±100 the full control effect; nearly all actives have a fitted effect of over 80% in size
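TR-FRET (320 nm excitation; 590 and 665 nm emission) reports ADP made from 10 uM ATP by 25 nM enzyme; compounds were preincubated 10 min, reaction run 30 min, both at 37°C.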
Akt phos inh: blocks phosphorylation of Akt. Neuro2A IGF-stimulated pAkt S473 HTRF, 20 min; stronger effect = lower value. activity change, % for hits at 50 µM. 360,000 tested, 0.32% active; in the data active means activity change below about -80%; inconclusive means mostly about -51% to -80%; further: on the % scale 0 is the no-effect control and ±100 the full control effect
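Neuro2A cells (4,500/well, DMEM with 0.5% FBS) were treated with compound at a single 50 µM final concentration, stimulated with 6 nM IGF for 20 min at 37 °C, and lysed. Phospho-Akt Ser473 was read by HTRF as 665/615 ratio ×10^4.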
Active calls of the source: *; i = inactive; ? = inconclusive; . = no result given; & = joins results of further samples; [ ] = remark or other dose. Unless noted, the call rests on the fitted dose curve; in most records, active means well fitted curve in the direction sought with a large enough effect; inconclusive means small, poorly fitted or top-dose-only effect, or another doubt; inactive means no such curve, though single readings can be large; an effect the other way counts as inactive or inconclusive.

The line under a structure holds: CCT modulator | Nrf2 block | TGFb inhibitor | Nrf2 activator | HepG2 tox | A549 viability | ATXN viability | Mm-Cpn inhibitor | Akt phos inh
Cc1cccc(C(=O)N2CCCC(N3CCN(c4ccccc4F)CC3)C2)n1 (stereo unspecified)
 : -0.7 | 2% | -7% | -0.6% | -25% | -18% | i | 1% | i
Cc1cccc(N2CCN(C(=O)CCn3c(=O)[nH]c4ccsc4c3=O)CC2C)c1 (stereo unspecified)
 : 0.4 | ? | 21% | 1.0% | -6% | 6% | i | 0% | i
Cc1ccc(CNC(=O)CSCc2nc(-c3ccc(Cl)cc3)oc2C)cc1
 : . | 21µM* | -21% | -0.5% | 0% | -8% | . | . | .
O=C(O)CCCCCNCc1c(Cl)cccc1Cl
 : -1.6 | ? | 3% | 0.0% | 3% | 9% | i | 1% | i
COc1ccccc1-c1ccc2c(c1)C(C)(Cc1ccc(Cl)c(Cl)c1)C(=O)N2 (stereo unspecified)
 : 2.0 | . | 14µM* | -4.1% | -101% | . | ? | . | i
COc1cccc(OC)c1Nc1nc(C)nc2c1nnn2Cc1ccccc1Cl
 : -0.4 | 6% | 3% | -0.5% | 4% | -1% | i | 0% | i
CNC(=O)/C(C#N)=C/c1cccc(Oc2ccccc2)c1
 : -0.3 | 3% | ? | 19% | -62% | 3% | i | 0% | i
O=C(c1ccco1)N1CCN(C(=O)c2ccccc2OCc2ccccc2)CC1
 : 2.4 | 9% | -20% | -0.3% | 2% | 4% | i | -2% | i
COc1ccc(Cc2nnc(N/N=C/c3ccc(C)o3)[nH]c2=O)cc1
 : -0.7 | 3% | 0% | 3.0% | -4% | -2% | i | -1% | i
CCOc1ccccc1NC(=O)c1cc2ccc3cccnc3c2[nH]1
 : . | ? | -4% | 9.4% | -12% | 0% | . | . | .
CCc1cc(=O)oc2c(C)c(OC(C)C(=O)N3CCC[C@@H]3C(=O)O)ccc12 (stereo partly specified)
 : 0.4 | 6% | -5% | -0.6% | -2% | 3% | i | -5% | i
Cc1ccc2nc(Cl)cc(=O)n2c1
 : 1.8 | -10% | -5% | -0.3% | -3% | 6% | i | . | i
N#Cc1ccc(Nc2ccccc2)c(N)c1
 : -3.5 | 1% | 1% | ? | -10% | 2% | ? | 1% | i
O=C(CNC(=O)c1ccc(Br)o1)NCc1ccc(F)cc1
 : 1.2 | -15% | 15% | -1.3% | 10% | 0% | i | -1% | i
O=C(COC(=O)c1ccccc1OCC(=O)Nc1ccc(Br)cc1)Nc1ccccc1
 : 0.8 | 4% | -11%&-4% | 3.8% | -38%&1% | 13% | ? | 2% | i
O=C(c1ccc(N2CCOCC2)c([N+](=O)[O-])c1)N1CCN(c2ccccc2)CC1
 : 0.4 | ? | -29% | -0.7% | -18% | -3% | i | . | i
S=C(NCc1ccco1)N1CCN(C/C=C/c2ccccc2)CC1
 : -0.7 | 32% | -30% | 4.4% | -19% | 4% | i | 1% | i
CCCNS(=O)(=O)c1ccc2c(c1)n(C)c(=O)n2C
 : 3.4 | ? | 3% | 0.3% | 7% | 7% | i | 0% | i
COc1cc(NC(=O)CCc2ccccc2)c(C(=O)O)cc1OC
 : -2.5 | ? | -6% | 0.1% | 4% | -4% | i | 1% | i
O=C1c2ccccc2S(=O)(=O)c2cc(N3CCOCC3)ccc21
 : -0.1 | ? | -24% | -0.3% | -35% | ? | i | . | i
c1ccc(-c2c[nH]c3[n+]2CCCCC3)cc1
 : -4.7 | . | -11% | -0.8% | 0% | 8% | i | 1% | i
CCOc1ccc(C(=O)Nc2ncn[nH]2)cc1
 : -1.5 | ? | 5% | 0.6% | 3% | 0% | i | 1% | i
CCCN(CCC)c1ccc(CC(=O)NC(C)Cc2ccccc2)cc1 (stereo unspecified)
 : -0.9 | -2% | -18% | -0.6% | -15% | -4% | i | -2% | i
O=C1OC(c2ccc(O)cc2)(c2ccccc2O)c2ccccc21 (stereo unspecified)
 : -3.1 | -11% | -27% | 2.7% | -7% | 16% | i | . | i
c1cnc2ccc(-n3ccnc3)cc2c1
 : 1.5 | . | -8% | -0.2% | -29% | . | i | . | i
COCCNC(=O)C(=O)Nc1cc2c3c(c1)CC(=O)N3CCC2
 : 1.0 | -4% | -6% | -1.1% | -3% | 2% | i | -1% | i
C/C=C/COC(=O)c1[nH]c2c(c1C)C(=O)CC(c1ccc(N(C)C)cc1)C2 (stereo unspecified)
 : -2.0 | ? | -7% | -0.4% | -23% | -8% | ? | 0% | i
CCC(CC)N1CCN(C(=O)c2cccc(Cl)c2)CC1
 : -6.0 | 1% | -1% | 2.9% | -8% | 7% | i | 0% | i
COc1ccc2c(c1)C[C@]1(C)c3ccccc3C(=O)N(Cc3ccccc3)[C@H]21
 : 0.0 | -16% | 11µM* | 3.9% | -16%&-28% | -2% | ? | . | i
Cc1cc(OCC(=O)Nc2ccc3c(c2)OCCO3)cc(C)c1Cl
 : -0.3 | -18% | -17% | -0.4% | -5% | 0% | i | 1% | i

Complete entries, quoted from the list. Values in the order: CCT modulator	Nrf2 block	TGFb inhibitor	Nrf2 activator	HepG2 tox	A549 viability	ATXN viability	Mm-Cpn inhibitor	Akt phos inh
S=C(NCc1ccco1)N1CCN(C/C=C/c2ccccc2)CC1 is listed as -0.7	32%	-30%	4.4%	-19%	4%	i	1%	i
O=C(COC(=O)c1ccccc1OCC(=O)Nc1ccc(Br)cc1)Nc1ccccc1 is listed as 0.8	4%	-11%&-4%	3.8%	-38%&1%	13%	?	2%	i
Cc1cc(OCC(=O)Nc2ccc3c(c2)OCCO3)cc(C)c1Cl is listed as -0.3	-18%	-17%	-0.4%	-5%	0%	i	1%	i

(next part)
The line under a structure holds: CCT modulator | Nrf2 block | TGFb inhibitor | Nrf2 activator | HepG2 tox | A549 viability | ATXN viability | Mm-Cpn inhibitor | Akt phos inh
CC1CC(c2ccccc2)=Nc2ccccc2N1 (stereo unspecified)
 : 1.6 | ? | -9% | 5.6% | -11% | 5% | i | -2% | i
O=[N+]([O-])c1ccccc1SNc1ccc(Br)cn1
 : 2.6 | 8% | -1% | 0.5% | -3% | 9% | i | 1% | i
CCCCNC(=O)CN1CCN(c2ccc(NC(=O)c3ccc(OC)cc3)cc2C(=O)O)CC1
 : . | . | 6% | 1.9% | 0% | -1% | i | . | .
O=C(Nc1ccc2nc3n(c(=O)c2c1)CCCCC3)C(=O)N1CCN(c2ccccc2F)CC1
 : -1.4 | ? | -10% | 0.1% | 11% | 3% | i | 2% | i
CCOc1cc(-c2nc(-c3ccccc3)c(-c3cc([N+](=O)[O-])ccc3C)[nH]2)ccc1O
 : 0.6 | ? | ? | 3.2% | -12% | ? | ? | . | i
Cc1ccc(S(=O)(=O)N2CCN(C(=O)c3c(-c4ccccc4)noc3C)CC2)cc1C
 : -1.9 | 5% | -4% | -0.6% | 0% | -5% | i | -3% | i
Cc1ccc(S(=O)(=O)CCC(=O)OC(C)C(=O)Nc2ccc(N3CCOCC3)cc2)cc1 (stereo unspecified)
 : 0.1 | 0% | 5% | 0.2% | 1% | -5% | ? | -2% | i
CSc1cccc(NS(=O)(=O)c2ccc(C(C)=O)cc2)c1
 : 0.8 | 4.6µM* | -18% | 0.0% | -3% | 1% | i | 1% | i
CCOc1ccccc1N(C)C(=O)c1cn(C)c(=O)c2ccccc12
 : 1.6 | -16% | -1% | 0.1% | -14% | 0% | i | 3% | i
COc1ccc(/C=C(\C#N)c2nc(-c3cc4c(ccc5ccccc54)oc3=O)cs2)cc1O
 : . | -18% | 6% | 1.0% | -1% | -23% | . | . | .
O=C(OCc1ccccc1)N1CCCC1/C=C/CN1CCOCC1 (stereo unspecified)
 : -1.6 | 16% | -12% | 1.1% | -11% | -7% | i | -2% | i
COc1c2ccoc2c(OCC=C(C)C)c2oc(=O)ccc12
 : -0.8 | -13% | 3% | -0.6% | -5% | 1% | i | 0% | i
O=C(Nc1ccc(C(F)(F)F)cc1)C1CC(=O)N(c2ccc3c(c2)OCCO3)C1 (stereo unspecified)
 : -0.1 | -12% | -17% | -0.5% | -14% | -2% | i | 1% | i
NNC(=S)Nc1c(F)cc(F)cc1Br
 : -1.8 | 0% | 0% | 0.1% | -45% | 2% | i | 3% | i
O=C(CSc1oc(-c2ccc(F)cc2)nc1S(=O)(=O)c1ccccc1)NC1CCCCC1
 : . | 3%[9.27 µM] | 0% | 0.2% | 7% | 2% | i | . | .
CCN(CC)S(=O)(=O)c1ccc(N2CCOCC2)c(NC(=O)c2cc3ccccc3oc2=O)c1
 : -2.4 | -28% | -26% | 0.5% | -5% | -14% | ? | 0% | i
CC(NC(=O)c1ccc(CS(=O)(=O)c2ccc(Cl)cc2)o1)c1ccc2c(c1)OCCO2 (stereo unspecified)
 : 0.5 | -21% | 0% | -0.4% | -3% | 8% | i | 1% | i
CCN1CCN(C(=O)Nc2ccc(Cc3ccc(NC(=O)N4CCN(CC)CC4)cc3)cc2)CC1
 : 0.2 | 9% | 12% | -0.2% | -13% | 15% | i | -4% | i
COc1ccc(C2C(C(=O)Nc3ccc(C)cc3C)=C(C)Nc3nc(SC)nn32)cc1OC (stereo unspecified)
 : . | 2% | -4% | -0.6% | 11% | -3% | i | . | .
Cc1[nH]c2ccccc2c1/C=N/NC(=O)CNC(=O)COc1ccccc1
 : -6.4 | -44% | -24% | 0.0% | -6% | -14% | i | -1% | i
NC(=O)c1ccc(NC(=O)COC(=O)/C=C/c2cn(-c3ccccc3)nc2-c2cccnc2)cc1
 : -0.4 | -25% | 7% | 0.9% | -3% | 4% | i | ? | i
CCOc1ccc(Sc2cc(C(=O)NCCc3ccccc3)c3ccccc3n2)cc1
 : . | . | 16% | 5.3% | -6% | 6% | . | . | .

Shown as a hit in TGFb inhibitor (from the list above):
SMILES	CCT modulator	TGFb inhibitor	Nrf2 activator	Mm-Cpn inhibitor	Akt phos inh
COc1ccccc1-c1ccc2c(c1)C(C)(Cc1ccc(Cl)c(Cl)c1)C(=O)N2 (stereo unspecified)	2.0	14µM*	-4.1%	.	i
COc1ccc2c(c1)C[C@]1(C)c3ccccc3C(=O)N(Cc3ccccc3)[C@H]21	0.0	11µM*	3.9%	.	i

Bioassay records from PubChem BioAssay.
